# Source: PubChem
# M4 ag: human M4 muscarinic receptor agonists, primary screen, CHO-K1 cells, Fluo-8 calcium fluorescence. Muscarinic acetylcholine receptor M4 (Homo sapiens), P08173. CHO-K1 hM4/Gqi5; vehicle 0%, full acetylcholine response 100%. activation, % at 3 µM. hit rate 0.14% among 360,000;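 active means activation above the run mean over all test wells plus 3 SD, cut at about 32% in these data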;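 further: peak over basal fluorescence ratio per well then scaled between controls; 0% = DMSO wells and 100% = acetylcholine at EC100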
# Target sequence (P08173 whole entry, looked up): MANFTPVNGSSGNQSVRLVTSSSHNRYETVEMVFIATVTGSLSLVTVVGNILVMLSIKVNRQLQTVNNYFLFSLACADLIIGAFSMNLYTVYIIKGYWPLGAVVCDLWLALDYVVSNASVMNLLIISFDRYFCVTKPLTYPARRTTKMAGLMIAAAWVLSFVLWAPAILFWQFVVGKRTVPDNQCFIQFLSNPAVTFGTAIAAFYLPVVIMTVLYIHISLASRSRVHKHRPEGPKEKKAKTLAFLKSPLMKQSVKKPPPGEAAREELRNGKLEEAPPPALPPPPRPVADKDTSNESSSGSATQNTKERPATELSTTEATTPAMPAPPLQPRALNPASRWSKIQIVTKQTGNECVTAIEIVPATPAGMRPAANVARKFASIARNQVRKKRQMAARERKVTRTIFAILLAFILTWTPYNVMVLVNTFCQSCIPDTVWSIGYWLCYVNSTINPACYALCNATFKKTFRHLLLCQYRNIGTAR
# OXTR potentiator: human OXTR potentiators, primary screen, fluorescence, CHO-OTR cells, Fluo-8 calcium; Fluo-8 calcium fluorescence, potentiator mode; 0% = oxytocin EC15, 100% = EC100; activation, % at 3 µM; hit rate 0.061% among 320,000; AID 2445, 2010;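 active means activation above that plate's cutoff, the mean activation of tested compounds plus 3 SD, cut at about 6.6% in these data, passing the limit was not always enough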;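 further: 100% uses oxytocin at 75 nM as the full agonist control; some results filed as inactive read as strong as hits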
# Target sequence (P30559 whole entry, looked up): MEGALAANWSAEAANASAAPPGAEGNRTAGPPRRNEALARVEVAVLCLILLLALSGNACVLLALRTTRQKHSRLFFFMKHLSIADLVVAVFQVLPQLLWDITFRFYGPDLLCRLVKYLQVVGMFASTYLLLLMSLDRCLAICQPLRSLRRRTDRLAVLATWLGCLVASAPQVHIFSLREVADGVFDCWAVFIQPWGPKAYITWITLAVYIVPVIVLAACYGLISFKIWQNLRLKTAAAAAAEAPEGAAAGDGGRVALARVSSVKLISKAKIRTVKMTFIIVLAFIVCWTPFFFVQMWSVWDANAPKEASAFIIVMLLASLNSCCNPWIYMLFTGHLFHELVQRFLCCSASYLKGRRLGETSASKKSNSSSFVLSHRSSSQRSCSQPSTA
#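 Assay system: CHO-OTR cells, human receptor / Also added: oxytocin at about EC15, sub-maximal agonist stimulus / Dosing: single dose, 3.0 µM nominal final compound concentration / Incubation: 6 min pre-incubation, 100 s read / Technique: Fluo-8 calcium dye fluorescence / Read-out: % activation vs EC15 and EC100 oxytocin / Benchmarks: EC15 oxytocin low, 75 nM oxytocin high / Replicates: singlicate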
# M1 PAM: human M1 muscarinic receptor positive allosteric modulators, primary screen, CHO-K1 cells, Fluo-8 calcium fluorescence, 1536-well | Muscarinic acetylcholine receptor M1 (Homo sapiens), P11229 | CHO-K1 hM1, ACh EC20; 0% = ACh EC20, 100% = maximal ACh | activation, % at 3 µM | hit rate 0.088% among 360,000 | AID 588819, 2011; in the data active means activation above about 19%, passing the limit was not always enough
# CHO-K1 Ca ag: counter-screen for M1 agonists: effect in parental CHO-K1 cells; activation, % at 3 µM; hit rate 0.48% among 360,000; Fluo-8 calcium fluorescence; scaled to maximal ATP response, vehicle zero; AID 602248, 2012; in the data active means activation above about 15%;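 further: untransfected CHO-K1 host cells lacking M1 receptor as counterscreen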
# CHO parental Ca: ATP-evoked calcium signal inhibitors, parental CHO, primary screen, counter-screen for OX1R antagonist project, cell-based, fluorescence, Fluo-8 calcium dye; parental CHO-K1, ATP-induced calcium, Fluo-8 fluorescence; inhibition, % at 5.6 µM; hit rate 0.63% among 330,000;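 active means inhibition above that plate's mean sample inhibition plus 3 SD, cut at about 26% in these data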;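 further: 0% = ATP-challenged DMSO wells and 100% = DMSO wells without ATP; some compounds past the cut are filed as inactive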
#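 Material: parental CHO cells / Compound: single nominal dose of 5.6 µM per compound / Signal: Fluo-8 fluorescence / Replicates: singlicate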
# CHO-K1 Ca antag: nonselective inhibitor or artifact in parental CHO-K1 cells | hit rate 0.6% among 360,000 | ATP-induced calcium, Fluo-8 fluorescence | AID 602250 | inhibition, % at 3 µM;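 active means inhibition above a per-plate cutoff, the plate's mean sample inhibition plus 3 SD, cut at about 24% in these data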;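 further: 0% = DMSO plus EC80 ATP and 100% = DMSO alone without ATP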
# M1 antag: human M1 muscarinic receptor antagonists, primary screen, CHO-K1 cells, Fluo-8 calcium fluorescence, 1536-well. hit rate 1.3% among 360,000. CHO-K1 hM1, ACh EC80 antagonist. inhibition, % at 3 µM. AID 588852, 2011. Muscarinic acetylcholine receptor M1 (Homo sapiens), P11229;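 active means percent inhibition above its own plate's cutoff, namely the mean of that plate's compound wells plus 3 SD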;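 further: peak over basal fluorescence ratio during 140 s after agonist addition; 0% = ACh EC80 plus DMSO and 100% = DMSO alone without agonist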
# CHRM4 antagonist: human M4 muscarinic receptor antagonists, primary screen, CHO cells, Fluo-8 calcium fluorescence. inhibition, % at 3 µM. hit rate 0.73% among 360,000. CHO-hM4 cells, ACh EC80. Muscarinic acetylcholine receptor M4 (Homo sapiens), P08173;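 active means inhibition above its plate's cutoff, the mean inhibition of sample wells plus 3 SD, cut at about 27% in these data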;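 further: 0% = acetylcholine EC80 with DMSO and 100% = DMSO without agonist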
# M1 ag: human M1 muscarinic receptor agonists, primary screen, Fluo-8 calcium fluorescence, CHO-K1 cells, HTS. Muscarinic acetylcholine receptor M1 (Homo sapiens), P11229. activation, % at 3 µM. hit rate 0.33% among 360,000. AID 588814, 2011. CHO-K1 hM1, agonist mode; 0% DMSO, 100% acetylcholine EC100;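 active means activation above the run's mean compound activation plus 3 SD, cut at about 16% in these data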;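 further: peak over basal fluorescence ratio within a 140 s kinetic read after compound addition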
# An asterisk follows results filed as active; · = no result given.
cpd	compound	CHRM4 antagonist	M1 antag	CHO-K1 Ca ag	M4 ag	CHO-K1 Ca antag	OXTR potentiator	CHO parental Ca	M1 PAM	M1 ag
1	CN1C(=O)C2CN(CCc3ccccc3)CNC2N(C)C1=O (stereo not drawn)	2	6	-0.3	0	1	-3	-10	1	-4
2	CCC12CN3CC(CC)(CN(C1)C3c1ccccc1Cl)C2O (stereo not drawn)	6	-11	0.6	1	-6	-10	-5	8	-4
3	Cc1cc([N+](=O)[O-])nn1CC(=O)NNC(=S)Nc1ccc([N+](=O)[O-])cc1	1	-5	0.6	1	-14	3	0	4	1
4	CC(OC(=O)c1cccc(S(=O)(=O)N2CCOCC2)c1)C(=O)NC1CCCCC1C (stereo not drawn)	-7	-7	0.2	1	-13	-5	-23	8	-3
5	COc1cc2c(cc1OC)C(C)N(C(=O)c1cccc([N+](=O)[O-])c1)CC2 (stereo not drawn)	-3	1	-0.2	1	7	-6	-39	5	-1
6	O=C(C(=O)N1CCc2ccccc2C1)c1cn(CC(=O)N2CCCCC2)c2ccccc12	-1	-8	0.3	2	-11	3	-17	7	-8
7	CCCCNS(=O)(=O)c1ccc(S(=O)(=O)NCc2ccncc2)cc1	7	-3	6.8	4	1	-11	13	-6	3
8	COc1cccc(NC(=O)c2ccc(NC(=O)C3CC(=O)OC34CCCCC4)cc2)c1 (stereo not drawn)	1	17	7.1	23	-6	-19	-15	-8	-4
9	Cn1c(N)c(C(=O)COC(=O)c2ccc([N+](=O)[O-])o2)c(=O)n(C)c1=O	10	-2	0.6	1	-15	0	-11	5	-2
10	COc1ccc(CN2CC(=O)N(c3cc(Cl)ccc3C)C2=S)cc1OC	-8	-9	7.0	11	-8	-22	-4	10	3

# From compound 1 to 10, as listed above:
cpd	compound	CHRM4 antagonist	M1 antag	CHO-K1 Ca ag	M4 ag	CHO-K1 Ca antag	OXTR potentiator	CHO parental Ca	M1 PAM	M1 ag
1	CN1C(=O)C2CN(CCc3ccccc3)CNC2N(C)C1=O (stereo not drawn)	2	6	-0.3	0	1	-3	-10	1	-4
2	CCC12CN3CC(CC)(CN(C1)C3c1ccccc1Cl)C2O (stereo not drawn)	6	-11	0.6	1	-6	-10	-5	8	-4
3	Cc1cc([N+](=O)[O-])nn1CC(=O)NNC(=S)Nc1ccc([N+](=O)[O-])cc1	1	-5	0.6	1	-14	3	0	4	1
4	CC(OC(=O)c1cccc(S(=O)(=O)N2CCOCC2)c1)C(=O)NC1CCCCC1C (stereo not drawn)	-7	-7	0.2	1	-13	-5	-23	8	-3
5	COc1cc2c(cc1OC)C(C)N(C(=O)c1cccc([N+](=O)[O-])c1)CC2 (stereo not drawn)	-3	1	-0.2	1	7	-6	-39	5	-1
6	O=C(C(=O)N1CCc2ccccc2C1)c1cn(CC(=O)N2CCCCC2)c2ccccc12	-1	-8	0.3	2	-11	3	-17	7	-8
7	CCCCNS(=O)(=O)c1ccc(S(=O)(=O)NCc2ccncc2)cc1	7	-3	6.8	4	1	-11	13	-6	3
8	COc1cccc(NC(=O)c2ccc(NC(=O)C3CC(=O)OC34CCCCC4)cc2)c1 (stereo not drawn)	1	17	7.1	23	-6	-19	-15	-8	-4
9	Cn1c(N)c(C(=O)COC(=O)c2ccc([N+](=O)[O-])o2)c(=O)n(C)c1=O	10	-2	0.6	1	-15	0	-11	5	-2
10	COc1ccc(CN2CC(=O)N(c3cc(Cl)ccc3C)C2=S)cc1OC	-8	-9	7.0	11	-8	-22	-4	10	3

# Continued.
cpd	compound	CHRM4 antagonist	M1 antag	CHO-K1 Ca ag	M4 ag	CHO-K1 Ca antag	OXTR potentiator	CHO parental Ca	M1 PAM	M1 ag
11	Cc1nnc2n(Cc3ccccc3)c(=O)c3c4c(sc3n12)COC(C(C)C)C4 (stereo not drawn)	0	-14	-0.2	-1	-5	-6	-15	7	-6
12	Cc1cc(NC(=O)C(C)SCC(=O)N(C)CC(=O)Nc2ccccc2Br)no1 (stereo not drawn)	-4	2	0.6	1	1	-6	-17	9	-4
13	O=C(O)CCC(NC(=S)Nc1ccccc1)C(=O)O (stereo not drawn)	3	-1	0.8	0	-11	-2	5	8	-2
14	O=C(NC1CCCc2c1cnn2-c1ccc(F)cc1F)c1cnccn1 (stereo not drawn)	-14	7	1.0	4	-2	-8	-13	-3	-2
15	Cc1cc(C)cc(NC(=O)C(OC(=O)c2cccs2)c2ccccc2)c1 (stereo not drawn)	10	1	0.0	-3	20	-9	-11	-1	-4
16	COc1ccc(CC(=O)Nc2ccc(S(=O)(=O)Nc3ncccn3)cc2)cc1OC	7	-13	-0.2	1	-15	1	-3	7	-2
17	CCOC(=O)/C=C1\SCC(=O)N1CC(=O)NC(c1ccccc1)c1ccccc1	-7	10	4.6	3	-14	0	-21	-1	-4
18	CCCn1nnnc1NC(=O)COc1ccc(Cl)c(C)c1	3	0	1.0	1	-8	1	-4	1	-4
19	c1ccc(-c2ccccc2-c2nc(-c3cccnc3)no2)cc1	2	0	0.2	0	-3	-1	-24	5	-4
20	Cc1cc(NS(=O)(=O)c2ccc(NC(=O)C(C)N3C(=O)c4ccccc4C3=O)cc2)nc(C)n1 (stereo not drawn)	5	-9	0.1	0	9	8	-6	9	-3
21	Cc1ccc(NC(=O)CN(C)C(=O)c2ccc(Cl)nc2)cc1	-14	-10	0.6	1	-15	-5	-2	5	-2
22	O=C(NC(=S)NC(CO)Cc1ccccc1)c1ccc(F)cc1 (stereo not drawn)	-8	-17	1.8	1	-12	-11	-18	11	-2
23	CC(C)C(NS(=O)(=O)c1ccccc1F)C(=O)N1CCc2ccccc2C1 (stereo not drawn)	-10	-10	5.7	1	-23	3	-21	9	-9
24	Cc1cc(C)c2c3c(c(-c4ccccc4)n2n1)c(=O)n(C)c(=O)n3C	-7	-21	0.1	0	-4	·	·	16	1
25	Cc1ccc2c(c1)NCC(C(=O)NC1CCC(C)CC1)O2 (stereo not drawn)	-5	-2	0.2	·	2	0	-6	3	-4
26	Cc1c(C)c2ccc(OCC(=O)N3CCC(C(=O)O)CC3)c(C)c2oc1=O	-8	-10	0.5	0	0	-1	-8	7	-1
27	CC(C)(CO)NC(=O)CC1C(=O)NCCN1Cc1ccc(-c2ccccc2)cc1 (stereo not drawn)	-5	-25	0.8	1	-24	-6	-10	3	-1
28	OCc1ccccc1-c1cnc2sc(NCc3ccc(F)cc3)nn12	-24	-19	3.9	13	-3	·	·	13	0
29	Cc1ccc(-c2nc3ccc(Cl)cn3c2CC2CCCCC2)cc1	-13	-16	-0.7	-1	-17	·	·	8	3
30	O=C(N/N=C/c1ccc([N+](=O)[O-])o1)c1ccncc1	-4	-21	0.0	1	3	0	-16	8	-3
31	CC(OC(=O)CN1C(=O)c2ccccc2C1=O)C(=O)N(C)c1ccccc1 (stereo not drawn)	3	-10	0.5	1	-16	-9	-8	7	1
32	CCN(CC)CCCN(C(=O)c1cccs1)c1nc(-c2ccc(OC)cc2)cs1	20	22	2.6	5	-1	-4	-14	-19	-4
33	O=C1CCc2ccccc2N1Cc1ccccc1	-2	-1	0.0	0	-8	4	-6	2	-7
34	COc1ccc(NC(=O)C2CC(c3c(F)cccc3Cl)=NO2)cc1OC (stereo not drawn)	-10	-4	10	16	11	-17	-8	-3	8
35	O=C(COc1nncc2ccccc12)Nc1ccc(F)c(F)c1	-21	-9	0.1	3	-8	-14	-14	7	-3
36	Cc1ccc(NC(=O)CCS(=O)(=O)c2cccc3nonc23)cc1	-4	-7	0.3	0	-11	-19	-9	7	-1
37	O=C(Nc1ccccn1)c1ccc([N+](=O)[O-])cc1Cl	1	1	-0.8	0	-6	-4	-5	5	-5
38	CCCS(=O)(=O)NC(=O)C1(C)CCN(C(=O)c2cccc(C(F)(F)F)c2)C1 (stereo not drawn)	-11	-1	-0.2	0	5	·	·	7	-1
39	CCOC(=O)c1c(C)n(OCc2ccccc2)c2ccc3nonc3c12	-8	17	-0.2	-1	-11	-6	-14	-8	-5
40	CSc1nc(C(=O)N2CCCC(N3CCN(c4ccccc4C)CC3)C2)cs1 (stereo not drawn)	7	-8	2.0	2	0	-4	-34	2	-5
41	Cc1c(C(=O)N2CCOCC2)sc(NC(=O)CCl)c1C#N	-1	-10	2.3	2	-19	-2	-2	9	-3
42	COc1cccc([C@@H]2CC=C(C(=O)O)[C@H](c3ccc(Cl)cc3)N2S(=O)(=O)c2ccc(C)cc2)c1	-7	3	0.1	1	-3	-5	-14	2	-5
43	COc1ccc(NC(=O)c2c[nH]c(=O)n(-c3ccc(C)c(C)c3)c2=O)c(OC)c1	0	7	-0.2	1	8	·	·	-3	1
44	O=C(Nc1ccccc1N1CCN(c2ccccc2)CC1)C1CCCCC1	8	-5	-0.3	-1	-4	2	0	3	-4
45	O=C(NC(=S)Nc1ccccc1Cl)C1CC1	-2	-9	-0.2	0	4	-4	-9	13	-1
46	COc1ccccc1CN(CC(=O)NCc1ccco1)C(=O)CNS(=O)(=O)c1ccc(C)cc1	2	-24	1.3	2	-6	-11	-14	2	-1
47	CCc1ccc(NC(=O)CSc2ccccn2)cc1	-2	-4	0.3	-1	-12	1	3	9	-6
48	Cc1ccccc1-c1nc(CN2CCCC(C(=O)NCCCN3CCOCC3)C2)c(C)o1 (stereo not drawn)	9	11	2.6	0	7	0	-13	-6	-6
49	CCn1c(CNc2ccc(C)cc2)nnc1SCC(N)=O	8	-10	-0.1	0	-7	-6	3	6	-2
50	COc1cc(/C=N/NC(=O)C(C)n2nnc3ccccc32)ccc1O (stereo not drawn)	0	-31	0.7	-1	-1	-9	5	6	1
51	Cn1c(SCC(N)=O)nnc1C1CCN(S(=O)(=O)c2ccccc2C(F)(F)F)CC1	-6	-6	0.7	1	-14	-5	0	-5	-1
52	Cn1c(=O)c2c(nc(CN3CCN(C(=O)c4ccco4)CC3)n2CCCc2ccccc2)n(C)c1=O	0	-12	0.9	6	19	-5	-7	7	-6
53	CCC(CC)C(=O)N(c1ccc(F)cc1)C1C=CS(=O)(=O)C1 (stereo not drawn)	-1	-3	0.6	1	2	3	-3	2	-1
54	CC1(C)CC(=O)C(Br)=C(O)C1	-8	-9	0.2	1	-20	·	·	2	-3
